D2 PAM – HTS Assay for Positive Allosteric Modulators of the Human D2 Dopamine Receptor: Primary Screen for Potentiators; D(2) dopamine receptor (Homo sapiens), P14416; HEK293 T-REx D2, calcium flux, EC20 dopamine potentiation; potentiation, % at 10 µM; actives 0.34% (n = 340,000); AID 485347, 2010;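 active = potentiation over 3 SD above the plate norm, cut at about 30% in these data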; note: 0% is about no effect
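Using a no-wash calcium dye in inducible, force-coupled HEK293 Trex cells expressing D2, we tracked fluorescence each second for 180 s after compound, then for 180 s after EC20 dopamine to detect augmented signalling.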
TRHR PAM – qHTS for Small Molecule Agonists and Allosteric Enhancers of Human TRH Receptor: Primary Screen for Enhancers | AID 493056, 2011 | enhancement, % at 2 µM | actives 0.66% (n = 360,000) | Thyrotropin-releasing hormone receptor (Homo sapiens), P34981 | TRHR cells, fluo-8 calcium fluorescence, EC20 TRH enhancement; in the data active = enhancement above about 30%; note: 0% is about no effect
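Enhancer read-out: after compound pinning and an initial kinetic agonist-mode read, an EC20 of TRH (10 nM final) was injected and fluo-8 calcium signal (Ex 480/Em 530) followed at 1 s/cycle for 100 cycles in TRHR-expressing cells.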
D2 ag – HTS Assay for Allosteric Agonists of the Human D2 Dopamine Receptor: Primary Screen for Agonists. D(2) dopamine receptor (Homo sapiens), P14416. HEK293 T-REx D2 cells, calcium flux agonist mode. activation, % at 2 µM. actives 0.53% (n = 340,000). AID 485358, 2010;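 active = activation over 3 SD above normal in the single-dose calcium agonist read, cut at about 30% in these data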; note: 0% is about no effect
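Tetracycline-induced HEK293 Trex cells with D2 receptor force-coupled to calcium signaling, plated overnight at 30 C and loaded with no-wash calcium dye. Calcium flux read kinetically for 180 s after compound addition; responses flag agonists.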
D1 ag – Allosteric Agonists of the Human D1 Dopamine Receptor: qHTS. D(1A) dopamine receptor (Homo sapiens), P21728. activation, % at 2 µM. HEK293 T-REx D1 cells, calcium flux, agonist mode. AID 504660, 2011. actives 1% (n = 360,000); in the data active = activation above about 30%; note: 0% is about no effect
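Inducible HEK293 T-REx D1 cells, force-coupled to calcium signalling, were plated at 4000 cells/well with tetracycline and held overnight at 30 C. After no-wash calcium dye loading, compound-evoked calcium rise over 180 s flagged agonists.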
RXFP1 antagonist – qHTS Assay for Antagonists of the Relaxin Receptor RXFP1. Relaxin receptor 1 (Homo sapiens), Q9HBX9. HEK293-RXFP1, relaxin-stimulated cAMP HTRF, 30 min; hits give low values. activity change, negative = inhibition, % at 57.5 µM. actives 0.59% (n = 350,000). AID 1259400, 2018;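 active = activity change of -60% or lower, but not beyond a set lower limit; inconclusive = change between -60% and -40%, or beyond the set limit; inactive = change above -40%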; note: % is set by controls: 0 for no effect and ±100 for the full control effect
Target sequence (Q9HBX9 whole entry, looked up): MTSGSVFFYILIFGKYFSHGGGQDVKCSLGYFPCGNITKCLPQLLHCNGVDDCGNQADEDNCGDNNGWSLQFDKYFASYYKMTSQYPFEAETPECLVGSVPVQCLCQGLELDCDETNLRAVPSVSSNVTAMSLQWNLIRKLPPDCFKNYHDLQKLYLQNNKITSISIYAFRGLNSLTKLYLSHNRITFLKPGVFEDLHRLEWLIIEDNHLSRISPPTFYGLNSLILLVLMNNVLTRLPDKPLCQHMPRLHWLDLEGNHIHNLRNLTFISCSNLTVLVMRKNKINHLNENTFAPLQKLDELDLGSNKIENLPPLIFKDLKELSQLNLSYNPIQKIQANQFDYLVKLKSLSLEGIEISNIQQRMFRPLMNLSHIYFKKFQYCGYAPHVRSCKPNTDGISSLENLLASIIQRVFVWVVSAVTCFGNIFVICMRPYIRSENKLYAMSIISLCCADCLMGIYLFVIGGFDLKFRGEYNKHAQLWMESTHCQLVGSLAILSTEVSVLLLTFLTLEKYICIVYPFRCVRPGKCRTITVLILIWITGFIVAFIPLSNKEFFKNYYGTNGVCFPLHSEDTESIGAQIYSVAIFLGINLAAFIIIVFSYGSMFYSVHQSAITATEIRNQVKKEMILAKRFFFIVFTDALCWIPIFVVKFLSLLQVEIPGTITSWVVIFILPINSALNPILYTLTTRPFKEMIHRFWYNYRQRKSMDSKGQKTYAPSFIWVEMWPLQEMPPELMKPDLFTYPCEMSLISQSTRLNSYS
D1 PAM – Potentiators of Human D1 Dopamine Receptor: qHTS; D(1A) dopamine receptor (Homo sapiens), P21728; AID 504651, 2011; HEK293 TREx D1 cells, calcium flux, dopamine EC20 potentiation; actives 0.036% (n = 360,000); potentiation, % at 10 µM; in the data active = potentiation above about 30%; note: 0% is about no effect
D2 antag – HTS Assay for Allosteric Antagonists of the Human D2 Dopamine Receptor: Primary Screen for Antagonists; HEK293 TREx D2 cells, calcium flux, dopamine EC80; actives 2% (n = 340,000); inhibition, % at 10 µM; D(2) dopamine receptor (Homo sapiens), P14416; in the data active = inhibition above about 30%; note: 0% is about no effect
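Cells plated overnight at 30 C with tetracycline; no-wash calcium dye, 30–90 min RT; 10 s baseline; compound pinned; 180 s read; EC80 dopamine added; another 180 s read.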
D1 antagonist – Antagonist of Human D 1 Dopamine Receptor: qHTS | HEK293 TREx D1 cells, calcium flux, dopamine EC80; hits give low values | activity change, negative = inhibition, % at 10 µM | actives 3.2% (n = 360,000); in the data active = activity change below about -30%; note: % is set by controls: 0 for no effect and ±100 for the full control effect
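Cells carrying a force-coupled, tetracycline-inducible human D1 receptor report calcium flux. Each well gets a 10 s baseline, compound with 180 s monitoring, then an EC80 dopamine stimulus with a second 180 s kinetic read.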
RXFP1 ag – qHTS Assay for Agonists of the Relaxin Receptor RXFP1; Relaxin receptor 1 (Homo sapiens), Q9HBX9; HEK293T-RXFP1 cAMP TR-FRET, 30 min; response scale: percent of porcine relaxin response, buffer zero; Potency, µM (highest dose often 57.5 µM), for the others: top-dose activation, hits mostly activators; actives 0.3% (n = 370,000); AID 2676, 2010; active = well fitted activation curve with a large enough effect; inconclusive = small, poorly fitted or top-dose-only effect; note: potency is the fitted concentration of half-maximal effect; % is set by controls: 0 for no effect and ±100 for the full control effect; nearly all actives have a fitted effect of over 60% in size; many of its hits are not listed in these tables
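cAMP rise read by TR-FRET after 30 min, 37C compound exposure (up to 58 uM) in RXFP1-transfected HEK293 cells with Ro 20174 present. EC50 from Hill-equation fits, with 29 nM porcine relaxin as 100% and buffer as basal.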
Active calls of the source: *; ? = inconclusive; / = no result given; & = joins results of further samples. Some of the compounds tested (hit frequency here may not be typical).

SMILES	D2 PAM	TRHR PAM	D2 ag	D1 ag	RXFP1 antagonist	D1 PAM	D2 antag	D1 antagonist	RXFP1 ag
Cc1ccc(NC2CCCN(C(=O)c3ccc4nccnc4c3)C2)cc1C (stereo not given)	16.8	-0.8	0.0	0.9	-4.5	3.0	-10.4	9.9	-1.8%
O=C(NCC1CCCO1)Nc1cccc(Cl)c1 (stereo not given)	-3.4	-5.2	-0.8	2.6	-8.6	-3.6	-7.4	-6.4	0.9%
CCC1(c2ccc(C)cc2)NC(=O)N(CC(=O)Nc2cccc(S(=O)(=O)N3CCCC3)c2)C1=O (stereo not given)	/	0.7	/	6.3	0.7	7.0	/	11.0	1.5%
CCOC(=O)C(C(=O)OCC)C(=O)c1cc(OC)c(OC)c(OC)c1	-1.0	-0.7	-0.1	6.1	-4.4	-3.5	-23.4	12.1	-2.1%
COc1ccc(-c2cc(=O)oc3cc(OCC(C)=O)ccc23)cc1	-1.7	7.0	-0.7	0.6	22.9	-0.5	4.1	-13.5	0.5%
CC(C)Cn1c(CN2CCN(C)C(CCO)C2)nc2ccccc21 (stereo not given)	17.5	-4.8	0.1	-2.0	-4.1	-4.2	-17.3	20.8	0.1%
CCC1CCCCN1C(=O)CSc1nnc(CNC(=O)c2c(F)cccc2Cl)o1 (stereo not given)	-1.8	0.7	-0.2	3.2	-18.0	-1.8	-0.4	-2.2	-0.8%
O=C(CSc1nnc(-c2ccc(OC(F)F)cc2)o1)N1CCOCC1	-1.9	-6.9	-0.3	0.9	25.4	-2.9	9.8	6.1	0.6%
Cc1ccccc1CNC(=O)c1ccc2[nH]c(C)c(C)c2c1	10.1	3.6	-0.3	2.8	-13.9	-5.7	/	-28.1	0.1%
COc1ccc(NC(=O)c2ccc(Cl)cc2)c[n+]1[O-]	/	6.2	/	1.3	-6.5	-1.6	/	-2.6	0.0%
COc1cc(CC(NC(C)=O)C(=O)NC2CCN(C(=O)Nc3ccccc3Cl)CC2)cc(OC)c1 (stereo not given)	3.0	0.1	0.5	2.3	2.2	-1.2	-14.6	-2.6	-2.8%
Cc1ccc(C)c(Cn2c3ccccc3c3cnn(CC(=O)NC4CCCCCC4)c(=O)c32)c1	2.9	-5.2	0.5	4.0	-5.5	-2.1	/	-10.8	2.9%
CCC(=O)N1CCc2cc(OC)c(OC)cc2C1COc1ccc(F)cc1 (stereo not given)	9.3	-3.6	/	0.4	4.9	-3.7	/	4.9	1.5%
CCOc1ccc(-n2c(SCc3ccc([N+](=O)[O-])cc3)nnc2-c2ccccc2)cc1	1.6	-0.2	0.5	1.8	1.6	0.9	5.9	-5.1	8.8%
CC(=O)c1ccc(OC(=O)CCN2c3ccccc3Sc3ccccc32)cc1	11.9	-1.6	0.5	0.7	3.3	-3.0	-3.9	2.6	0.8%
CCCN(CCC)CCNC(=O)c1cc2c(=O)n(C)c3ccccc3c2n1C	7.2	-1.3	0.5	1.1	4.2	-1.4	14.1	13.7	0.6%
Cc1csc(=Nc2ccccc2)n1Cc1ccco1	12.4	1.1	-0.3	3.3	-5.1	-1.5	6.3	5.5	-0.3%
Cc1cc(C)n(-c2nc3ccccc3c(=O)n2OCc2ccc(Cl)cc2)n1	1.2	0.0	1.4	1.1	-10.8	-6.3	-14.9	4.9	2.7%
COCCCNC(=O)/C(C#N)=C/c1c(N2CCCCCC2)nc2ccccn2c1=O	15.4	0.0	0.6	2.3	4.9	-5.8	-3.4	13.8	12.1%
O=C(CNC(=O)c1ccco1)Nc1ccc2c(c1)OCCO2	1.2	2.1	0.3	3.7	-18.8	-7.3	5.0	-12.4	0.9%

Just D2 antag, RXFP1 antagonist and D1 ag, for some of the entries so far:
Molecule,D2 antag,RXFP1 antagonist,D1 ag
CC(=O)c1ccc(OC(=O)CCN2c3ccccc3Sc3ccccc32)cc1,-3.9,3.3,0.7
CCCN(CCC)CCNC(=O)c1cc2c(=O)n(C)c3ccccc3c2n1C,14.1,4.2,1.1
Cc1csc(=Nc2ccccc2)n1Cc1ccco1,6.3,-5.1,3.3

Remaining list, next part.
SMILES	D2 PAM	TRHR PAM	D2 ag	D1 ag	RXFP1 antagonist	D1 PAM	D2 antag	D1 antagonist	RXFP1 ag
CCOC(=O)c1cc2c(C)n(-c3ccc(N(C)C)cc3)c(C)c2cc(C(=O)OCC)c1=O	/	-5.9	/	2.8	-15.9	17.9	/	9.1	2.3%
CCCCC(=O)N1CC(=O)Nc2ccc(F)cc2C1c1ccc(F)cc1 (stereo not given)	2.5&1.2	3.0&-2.8	2.0&0.1	1.0&1.8	5.6&-10.2	-1.9&0.7	12.7	1.9&6.0	-0.7%&-2.6%
CN(C)CCCN(C(=O)c1ccc2c(c1)OCCO2)c1nc2cc3c(cc2s1)OCO3	-9.1	6.4	1.4	6.0	-20.9	-5.0	-11.6	0.8	-0.4%
COc1ccccc1OCCn1cc(C(=O)c2cccs2)c2ccccc21	-16.3	2.5	-0.3	26.1	-8.4	-5.0	/	-19.6	-0.2%
CCc1ccc2[nH]c(=O)c(C(c3nnnn3Cc3ccco3)N3CCC(C)CC3)cc2c1 (stereo not given)	2.0	1.8	-0.4	-1.1	-3.2	3.6	0.6	5.7	2.1%
Cc1ccccc1C1=NC(c2ccc(F)cc2F)ON1 (stereo not given)	26.6	-2.0	-1.5	-0.8	-9.8	-1.6	-8.5	-16.2	2.8%
COc1ccc(C(=O)CSc2nnc(CNC(=O)c3ccc(OC)cc3)n2C)cc1	7.8	1.0	0.1	2.0	-5.0	-1.0	3.2	-3.5	0.9%
Cc1ccc(N2CC(=O)N(NC(=O)Nc3ccc(Cl)c(Cl)c3)CC2=O)cc1	-1.2	3.5	0.7	4.6	0.2	-3.6	10.9	-2.3	-0.2%
O=S(=O)(Nc1cccc(CCc2ccccn2)c1)c1cc(Cl)ccc1Cl	-5.6	-2.5	-2.5	4.3	-2.7	-5.2	-5.6	0.4	3.7%
O=c1cc(-c2ccc(Cl)cc2)[nH][nH]1	/	-3.9	/	-3.1	-26.3	7.2	/	-7.2	0.5%
Cc1cccc(NC(=O)CSc2nnc(NC(=O)C3CC3)s2)c1C	-8.0	18.3	1.3	1.9	-5.5	-3.9	-11.3	-3.6	1.9%
CCc1ccc(NC(=O)CSc2nc(C)cc(COC)c2C#N)cc1	/	17.4	0.2	1.8	/	2.1	/	-10.8	?
O=C(CSc1ccccc1)NCCCN1CCOCC1	-0.4	-7.8	-0.4	0.9	-7.3	2.6	-2.9	-2.9	1.0%
COC(=O)c1cc(OC)c(OC)cc1NC(=O)c1cc(C(C)(C)C)oc1C	5.2	-3.5	0.2	5.6	-18.4	-1.1	-13.6	-19.3	1.1%
COc1ccc(/C=N/NC(=O)c2ccc(F)cc2)cc1CN1CCc2cc(OC)c(OC)cc2C1C (stereo not given)	0.1	-3.2	-0.2	-1.0	18.6	-4.7	-3.9	2.5	0.4%
CCOc1ccc(NC(=O)Nc2ccc(N(C)C(C)=O)cc2)cc1	12.0	3.0	-0.5	-0.7	-3.0	-7.5	31.6*	-4.1	0.3%
COc1ccc(NS(=O)(=O)c2ccc3[nH]c(=O)[nH]c3c2)cc1	12.8	10.1	1.5	-2.4	4.2	4.0	-4.0	-11.8	-2.4%
Cc1cc(S(=O)(=O)N2CCN(Cc3noc(CCC(=O)N4CCCCC4)n3)CC2)ccc1F	-1.6	4.9	-0.2	6.5	-16.4	-1.9	/	12.0	2.4%
O=C(O)C1OC2OC3(CCCCC3)OC2C2OC3(CCCCC3)OC12 (stereo not given)	1.8	3.6	0.3	0.4	3.3	-0.8	1.5	13.7	3.6%
O=C(CCCN1C(=O)c2ccccc2C1=O)Nc1ccc(S(=O)(=O)N2CCCCC2)cc1	0.3	-2.8	-1.1	0.2	8.6	-3.0	3.5	-5.1	-2.0%

Gathered by group, those above containing a cyano group.
SMILES	D2 PAM	TRHR PAM	D2 ag	D1 ag	RXFP1 antagonist	D1 PAM	D2 antag	D1 antagonist	RXFP1 ag
COCCCNC(=O)/C(C#N)=C/c1c(N2CCCCCC2)nc2ccccn2c1=O	15.4	0.0	0.6	2.3	4.9	-5.8	-3.4	13.8	12.1%
CCc1ccc(NC(=O)CSc2nc(C)cc(COC)c2C#N)cc1	/	17.4	0.2	1.8	/	2.1	/	-10.8	?

Next section:
SMILES	D2 PAM	TRHR PAM	D2 ag	D1 ag	RXFP1 antagonist	D1 PAM	D2 antag	D1 antagonist	RXFP1 ag
Cc1ccc(NC(=O)CSCC(=O)NCCc2ccccn2)c(C)c1	8.8	0.2	0.1	-2.6	-7.8	4.6	9.3	-1.7	0.6%
O=C(N=C1SC2CS(=O)(=O)CC2N1Cc1ccccc1Cl)C1CCCO1 (stereo not given)	-1.6	3.8	-1.5	2.1	-6.5	-1.6	-6.2	10.6	0.4%
Cc1c(OCC(=O)NCc2ccncc2)ccc2c3c(c(=O)oc12)CCCC3	12.5	8.1	-1.0	1.0	7.3	8.3	-0.4	6.0	19.5%
O=C(c1cc([N+](=O)[O-])ccc1N1CCOCC1)N1CCCC1	-4.6	-2.7	0.4	0.8	14.1	-0.8	-11.1	-0.2	2.4%
CC(=O)c1cccc(NS(=O)(=O)c2cc3c(cc2C)n(C)c(=O)c(=O)n3C)c1	-7.0	20.2	0.0	0.2	-7.5	3.2	/	-11.0	21.4%
Cc1ccc(N2C(=O)C3C(c4ccccc4)(C2=O)C3(c2ccccc2)c2ccccc2)cc1 (stereo not given)	-2.0	0.9	-0.2	1.4	-2.1	-3.8	1.4	11.8	-2.8%
O=C(NNC(=O)c1ccc(Cl)c(Cl)c1)c1cccnc1	-9.3	-5.3	0.2	1.0	-3.7	-13.7	4.9	-73.6*	-0.1%
CCN(CC)c1nc2cc(OC)ccc2cc1C#N	5.5	-5.4	-0.2	-3.4	12.7	-3.5	-6.6	-3.1	1.4%
COc1cccc2cc(C(=O)Nc3cc(Cl)ccc3N3CCOCC3)c(=O)oc12	-3.2	-1.4	0.4	0.7	-6.4	5.8	1.8	-10.5	0.8%
COc1ccc(NC(c2ccccc2)c2ccncc2)cc1 (stereo not given)	2.2	3.8	-0.4	2.0	0.2	0.4	40.7*	13.6	-2.8%
